# GRK2 aptamer HTS: human GRK2 inhibition via aptamer displacement; bead flow cytometry, FAM-aptamer displacement from GRK2; AID 488847; inhibition of aptamer binding, % at 10 µM; 330,000 compounds, 0.59% hits; P25098;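 active = inhibition of aptamer binding above 40%, roughly 3 SD of noise, on plates passing a quality check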;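 also: median bead fluorescence of bound FAM aptamer so fluorescent compounds give negative values; no value below 0 was filed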
# Target sequence (P25098 whole entry, looked up): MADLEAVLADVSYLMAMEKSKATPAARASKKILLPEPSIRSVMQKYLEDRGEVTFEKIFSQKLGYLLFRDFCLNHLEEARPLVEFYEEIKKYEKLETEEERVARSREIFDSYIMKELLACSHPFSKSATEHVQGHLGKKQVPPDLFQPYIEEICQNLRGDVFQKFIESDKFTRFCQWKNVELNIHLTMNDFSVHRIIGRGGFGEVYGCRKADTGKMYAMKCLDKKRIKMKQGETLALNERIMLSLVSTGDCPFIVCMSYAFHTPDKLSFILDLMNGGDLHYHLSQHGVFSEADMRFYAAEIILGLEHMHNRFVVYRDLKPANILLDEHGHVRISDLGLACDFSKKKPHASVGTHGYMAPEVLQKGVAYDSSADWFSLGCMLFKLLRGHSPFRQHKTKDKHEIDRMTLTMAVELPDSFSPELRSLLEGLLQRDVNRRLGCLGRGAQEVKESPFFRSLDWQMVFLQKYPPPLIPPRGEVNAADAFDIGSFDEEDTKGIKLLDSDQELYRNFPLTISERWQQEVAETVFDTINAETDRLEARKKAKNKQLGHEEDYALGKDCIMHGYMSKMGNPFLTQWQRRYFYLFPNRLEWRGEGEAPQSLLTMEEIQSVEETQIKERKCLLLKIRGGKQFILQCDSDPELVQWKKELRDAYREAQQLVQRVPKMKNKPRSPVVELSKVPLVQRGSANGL
# CIT2 TOR yeast: modulators of TOR pathway CIT2-GFP in S. cerevisiae; S. cerevisiae CIT2-GFP strain, flow cytometry, 3 h; 100 means same as DMSO wells; GFP response vs DMSO, % at 10 µM; 320,000 compounds, 0.065% hits;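 active = GFP response relative to DMSO above a set limit, near the screen mean plus 3 SD, cut at about 150% in these data; inconclusive = Fewer than 70 cells measured for a yeast strain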;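 also: ratio of well median GFP fluorescence to mean of DMSO wells on the plate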
# AGP1 TOR yeast: alters AGP1-GFP fluorescence in TOR pathway yeast screen; S. cerevisiae AGP1-GFP multiplex flow cytometry, 3 h; GFP as percent of DMSO wells; 320,000 compounds, 0.02% hits; GFP response vs DMSO, % at 10 µM;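 active = GFP response relative to DMSO above a set limit, near screen average plus 3 SD, cut at about 150% in these data; inconclusive = fewer than 70 cells counted for the yeast strain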;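 also: median GFP channel fluorescence of the gated AGP1 strain per well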
# GASC-1 inh: inhibitors of human GASC-1 (JMJD2C) demethylase; AID 2099; GST-JMJD2C(1-420) H3K9me3 demethylation, DELFIA europium; inhibition, % at 2.35 µM; Q9H3R0; 330,000 compounds, 0.069% hits;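 active = more than half of a compound's replicate wells show inhibition beyond 50%, single wells judged on their own value; inconclusive = some, but no more than half, of replicates pass 50% inhibition; inactive = no replicate passes 50% inhibition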;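 also: signal counts dimethyl H3K9 product captured on neutravidin plate; 0% = median of DMSO wells and 100% = 0.3 times that DMSO median; strong numbers were not always called active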
# LAP4-GFP MLPCN: alters LAP4-GFP fluorescence in TOR pathway yeast screen | S. cerevisiae LAP4-GFP multiplex, flow cytometry GFP, 3 h; median GFP as percent of DMSO wells | GFP response vs DMSO, % at 10 µM | 320,000 compounds, 0.34% hits;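 active = GFP response vs DMSO above a set limit, about the screen mean plus 3 SD, cut at about 150% in these data; inconclusive = under 70 cell events counted for the yeast strain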
# VLA-4 inh: inhibition in a human VLA-4 binding assay. VLA-4 expressing cells, ligand binding flow cytometry. inhibition, % (about 7 µM as worked out from the volumes in the protocol). 330,000 compounds, 0.2% hits. AID 2557; in the data active = inhibition above about 50%
# RPL19A TOR yeast: alters RPL19A-GFP fluorescence in TOR pathway yeast screen | S. cerevisiae RPL19A-GFP strain, flow cytometry, 3 h; active compounds read low | 330,000 compounds, 0.3% hits | percent response vs DMSO, % at 10 µM | AID 2025;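 active = percent response vs DMSO below 50%; inconclusive = fewer than 70 events counted for the yeast strain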;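 also: median channel GFP fluorescence of the barcoded RPL19A-GFP strain; ratio of sample median GFP to plate DMSO average so 100% = DMSO; lower means less RPL19A-GFP as with rapamycin TOR inhibition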
# MEP2-GFP yeast: modulators of TOR pathway MEP2-GFP in S. cerevisiae. GFP response vs DMSO, % at 10 µM. S. cerevisiae MEP2-GFP strain, flow cytometry GFP, 3 h; 100% = DMSO control level. 330,000 compounds, 0.51% hits;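 active = GFP response versus DMSO above a set limit, roughly screen mean plus 3 SD, cut at about 180% in these data; inconclusive = fewer than 70 cells counted for a yeast strain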;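 also: median GFP fluorescence of the barcode-gated MEP2-GFP cells per well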
# Numbers without * were called inactive; ? = inconclusive; / = no result given; [ ] = remark or other dose.
SMILES,GRK2 aptamer HTS,CIT2 TOR yeast,AGP1 TOR yeast,GASC-1 inh,LAP4-GFP MLPCN,VLA-4 inh,RPL19A TOR yeast,MEP2-GFP yeast
COc1ccc(-n2cc(CNCCCn3ccnc3)c(-c3ccccc3Cl)n2)cc1,0,103,95,-3,93,-3,97,104
CCCc1cc(=O)[nH]c(SCC(=O)Nc2ccc3c(c2)CCC3)n1,1,112,118,-4,107,0,97,99
CCNC(=O)N(C(=O)NCC)n1c(C)nnc1C,4,103,97,-27,112,-4,97,145
CCOc1ccc(/C=N/Nc2nc(=O)[nH]nc2C)cc1OC,1,93,98,-17,104,4,99,111
CC(=O)c1ccc(NC(=O)CN2CCCCCC2)cc1,0,101,102,-5,94,13,104,107
CC(=O)Nc1ccc(/C(C)=N/NC(=O)c2ccc(CN3CCOCC3)cc2)cc1,1,89,102,-10,94,2,94,102
CC(C)(C)c1ccc(C(=O)NCc2ccco2)cc1,/,80,99,-9,109,4,96,99
c1csc(CNc2nc3ccccc3n2CCN2CCOCC2)c1,0,103,99,36,93,17,96,95
O=C(NCC1COc2ccccc2O1)C1CCCN(S(=O)(=O)c2cccc3nsnc23)C1 (stereo not drawn),3,107,104,5,99,1,101,102
Cc1cccc(C)c1NC(=O)CNC(=O)c1cn(-c2ccccc2)nc1-c1ccccc1,0,99,100,2,105,21,96,102
COc1ccccc1N1CCN(S(=O)(=O)c2ccc(-n3cnnn3)c(C)c2)CC1,0,93,99,3,99,13,103,104
CCN(CC)S(=O)(=O)c1cccc(C(=O)Nc2cc(C)nn2-c2ccccc2)c1,2,110,102,-3,94,15,109,75
O=C(Nc1ccncc1)c1cccc(S(=O)(=O)N2CCCC2)c1,14,/,103,4,98,-16,104,110
CCOC(=O)N1CCC(NC(=O)c2cnn3c(C(F)(F)F)cc(-c4cccc(OC)c4)nc23)CC1,3,97,99,-2,108,-1,98,107
CCOC(=O)C1CCN(C(=O)c2ccccc2NC(=O)C2=C(C)OCCS2)CC1,1,95,91,5,92,14,94,96
CCCOc1ccc(CCC(=O)N/N=C/c2ccncc2)cc1,0,89,103,5,103,-6,99,96
CC(C)n1cnc2c(NCc3ccccc3)cc(OCC3CCN(C)CC3)cc21,0,99,98,-2,94,-96,100,96
Cc1cc(=O)oc2cc(OCC(=O)Nc3ccc(CN4CCOCC4)cc3)ccc12,0,114,94,-35,94,-4,100,108
Cc1ccc2nc(NC(=O)C(NS(=O)(=O)c3cccc4nsnc34)C(C)C)sc2c1 (stereo not drawn),2,102,104,-1,97,-8,100,97
O=C(c1ccccc1)c1ccc(OCCCN2CCCC2)cc1,0,104,105,0,107,1,107,110

# Limited to VLA-4 inh, RPL19A TOR yeast and MEP2-GFP yeast, for some of the entries so far:
Molecule,VLA-4 inh,RPL19A TOR yeast,MEP2-GFP yeast
CC(C)n1cnc2c(NCc3ccccc3)cc(OCC3CCN(C)CC3)cc21,-96,100,96
CCOC(=O)C1CCN(C(=O)c2ccccc2NC(=O)C2=C(C)OCCS2)CC1,14,94,96
CC(=O)Nc1ccc(/C(C)=N/NC(=O)c2ccc(CN3CCOCC3)cc2)cc1,2,94,102

# (continued)
SMILES,GRK2 aptamer HTS,CIT2 TOR yeast,AGP1 TOR yeast,GASC-1 inh,LAP4-GFP MLPCN,VLA-4 inh,RPL19A TOR yeast,MEP2-GFP yeast
O=C(O)C12C[C@H]3C[C@@H](C1)CC(n1ncc(N4CCN(c5ccccc5)CC4)c(Cl)c1=O)(C3)C2,6,97,95,-6,88,23,102,107
CCOC(=O)C1CCCN(C(=O)CCNC(=O)Cn2ccc3ccccc3c2=O)C1 (stereo not drawn),2,103,99,19,91,11,100,102
COc1ccc(-c2cc(C(F)(F)F)nc(NCc3cccs3)n2)cc1,0,91,96,6,104,2,96,119
C=CCn1c(SC)nnc1-c1ccc2ncccc2c1,1,98,108,-12,101,2,98,95
C/C(=N\Nc1nc(C)cc(-c2ccccc2)n1)c1ccccc1,0,105,99,-6,101,17,101,108
CC1CCC2(CC1)NC(=O)c1ccccc1O2 (stereo not drawn),0,93,98,-9,99,-11,97,102
O=C1CCC(=O)N1OCCCOc1ccccc1,0,90,94,2,93,2,97,92
Cc1ccc2c(c1)N(CC(=O)NC1CCC(C)CC1)C(=O)CO2 (stereo not drawn),1,99,98,0,97,-3,100,104
CCN1CCCn2c1nc1c2c(=O)n(C)c(=O)n1C,2,100,99,4,100,6,102,100
Cc1ccc(Oc2ncccc2/C=N/O)cc1,0,95,102,-1,101,8,100,109
CCOc1ccc(C(=O)NN2C(=O)C3C4C=CC(O4)C3C2=O)cc1 (stereo not drawn),0,112,109,0,106,-1,103,105
CCOC(=O)C1(CCOc2ccccc2)CCN(Cc2ccc(O)cc2)CC1,0,108,105,6,90,4,101,109
CC(=O)c1cc2c(cc1NC(=O)c1cc(C)nn1-c1ccccc1)OCO2,1,96,88,-4,95,10,97,93
O=C(O)c1ccccc1C(=O)NNc1ccc(Cl)cc1,2,117,110,8,105,10,109,106
COCCCNC(=O)C(C#N)c1nc2ccccc2nc1N1CCCC1 (stereo not drawn),0,102,104,13,98,-7,99,99
CCN(CC)c1ccc2cc(C(N)=O)c(=O)oc2c1,7,83,93,-3,121,-3,96,107
O=C1CCCC2=C1C(c1ccccc1)NC(=S)N2 (stereo not drawn),0,101,/,-25,99,1,91,96
COc1ccccc1OCC(=O)OCn1c(SC)nnc(C)c1=O,0,108,104,-13,99,21,101,106
O=C(N/N=C/c1cccc(OC(=O)c2cccc(Br)c2)c1)c1ccncc1,1,97,104,-10,101,-4,101,100
COc1cc(/C=c2\s/c(=C\C(=O)C(C)(C)C)[nH]c2=O)cc(OC)c1OC,2,104,104,-11,114,22,103,99
COc1cccc2cc(C(=O)N3CCN(C/C=C/c4ccccc4)CC3)c(=O)oc12,0,63,89,-19,106,2,81,219*
O=C(/C=N/O)Nc1ccccc1C(=O)O,3,101,103,-14,93,-4,97,95
Oc1ccc(/C=N/N(Cc2ccccc2)c2ccccc2)cc1,0,96,105,-7,108,-11,90,89
CSc1nnc(COc2ccc(C)cc2)n1N,3,102,102,-16,93,3,101,104
Cc1cccc(N2CCN(C(=O)CSc3nc4ccccc4nc3N3CC(C)OC(C)C3)CC2)c1C (stereo not drawn),1,102,105,6,98,6,98,100
CN(Cc1ccccc1F)C(=O)c1ccc2c(=O)n3c(nc2c1)CCC3,0,96,99,-8,91,25,97,94
O=c1n(Cc2ccc(F)cc2)nc2n1-c1ccccc1SC2,2,?,?,0,79[may fluoresce violet],-6,42*[may fluoresce violet],199*[may fluoresce violet]
CSc1cccc(NC(=O)C2C3C=CC4(O3)C2C(=O)N(CCCN2CCOCC2)C4C(=O)NC2CCCCC2)c1 (stereo not drawn),2,105,99,-1,88,28,105,101
CCN1C(=O)N/C(=C/c2ccc(Sc3ccc(C)cc3)o2)C1=O,2,95,104,1,108,12,97,112
O=C(CSc1nncn1-c1ccccc1)c1c[nH]c2ccccc12,51*,90,95,26,92,-23,94,99
Cc1ccnc(SCCn2c(N3CCC(C)CC3)nc3c2c(=O)n(C)c(=O)n3C)n1,0,100,88,-4,92,2,92,91
Cc1ccc(C2CC(c3cccc(C)c3)n3ncnc3N2)cc1 (stereo not drawn),0,102,109,-1,103,2,99,107
Cc1ccc(S(=O)(=O)N2CCC(C(=O)O)CC2)cc1C(=O)O,0,98,103,-7,101,-3,98,99
CCCCc1nc(Cl)c(C#N)c2c1CCCC2,1,117,105,-2,109,1,117,108
Cc1ccc(C(=O)CSc2nnc3c4ccccc4nc(Cc4ccccc4)n23)cc1,6,113,100,-15,103,-4,104,104
CCOC(=O)N1CCC(N2CCCC(C(=O)c3ccccc3OC)C2)CC1 (stereo not drawn),0,100,108,14,102,1,102,105
O=C(COc1ccccc1)Nc1cc(Cl)ccc1Cl,0,99,92,-27,101,4,102,107
COc1ccc(-c2nnn(CC(=O)N(CCO)C(C(=O)NC3CCCC3)c3ccncc3)n2)cc1 (stereo not drawn),11,103,102,22,92,3,99,106
CN(C)S(=O)(=O)c1cccc(C(=O)NCCc2ccccc2)c1,0,97,104,20,106,18,95,94
O=C(NC1CCCCC1)C(c1ccccc1)N(Cc1ccco1)C(=O)c1csnn1 (stereo not drawn),0,104,103,6,95,2,100,102
Cc1ccc(/C=C/C(=O)Nc2ccc(S(=O)(=O)Nc3onc(C)c3C)cc2)cc1,3,105,88,-18,94,3,93,93
CC1CN(C(=S)NC(=O)c2ccccc2)CC(C)O1 (stereo not drawn),2,100,97,4,101,32,96,99
CC(=O)N(CC1CCCO1)C1(C(=O)NC2CCCC2)CCCCC1 (stereo not drawn),0,106,105,-7,97,12,101,105
COc1cccc(CNC(=O)Cn2cccc2C(=O)c2ccccc2C)c1,7,107,107,4,102,-5,103,104
Cc1nc(SCC(=O)Nc2ccc3[nH]c(=O)[nH]c3c2)nc(C)c1C,1,89,98,5,101,-1,93,98
O=C(COc1ccccc1)NC1CCS(=O)(=O)C1 (stereo not drawn),2,104,95,6,90,-23,95,94
O=C(OCN1C(=O)C(=O)c2ccccc21)c1ccc(Cl)cc1,1,102,95,13,98,0,105,104

# Entries of single compounds, quoted from the list. Screens in order: GRK2 aptamer HTS | CIT2 TOR yeast | AGP1 TOR yeast | GASC-1 inh | LAP4-GFP MLPCN | VLA-4 inh | RPL19A TOR yeast | MEP2-GFP yeast
# Record of `COc1ccc(-c2nnn(CC(=O)N(CCO)C(C(=O)NC3CCCC3)c3ccncc3)n2)cc1` (stereo not drawn) : 11 | 103 | 102 | 22 | 92 | 3 | 99 | 106
# Record of `O=c1n(Cc2ccc(F)cc2)nc2n1-c1ccccc1SC2` : 2 | ? | ? | 0 | 79[may fluoresce violet] | -6 | 42*[may fluoresce violet] | 199*[may fluoresce violet]

# Structures shown so far that contain an NH in an aromatic ring, in the order listed:
SMILES,GRK2 aptamer HTS,CIT2 TOR yeast,AGP1 TOR yeast,GASC-1 inh,LAP4-GFP MLPCN,VLA-4 inh,RPL19A TOR yeast,MEP2-GFP yeast
CCCc1cc(=O)[nH]c(SCC(=O)Nc2ccc3c(c2)CCC3)n1,1,112,118,-4,107,0,97,99
CCOc1ccc(/C=N/Nc2nc(=O)[nH]nc2C)cc1OC,1,93,98,-17,104,4,99,111
COc1cc(/C=c2\s/c(=C\C(=O)C(C)(C)C)[nH]c2=O)cc(OC)c1OC,2,104,104,-11,114,22,103,99
O=C(CSc1nncn1-c1ccccc1)c1c[nH]c2ccccc12,51*,90,95,26,92,-23,94,99
Cc1nc(SCC(=O)Nc2ccc3[nH]c(=O)[nH]c3c2)nc(C)c1C,1,89,98,5,101,-1,93,98
